MazEF act: activators of E. coli MazEF toxin-antitoxin RNase, primary screen, biochemical, fluorescence, uHTS. FAM/BHQ RNA-DNA oligo cleavage fluorescence, 5 h. activation, % at 20 µM. 350,000 compounds, 0.32% hits. AID 504720, 2011; in the data active = activation above about 50%
BH1578 lux ind: inducers of Vibrio cholerae quorum light production without autoinducers, primary screen, BH1578 luxS cqsA deficient, single point. V. cholerae BH1578 lux reporter, luminescence, 6 h. 350,000 compounds, 0.16% hits. activation, % at 18.7 µM. AID 588436, 2011; in the data active = activation mostly above about 9.7%, no sharp cut-off; also: not every result past the cut was called active; inactives centre near 0; reference of the scale not given here
TcdB GH inh: TcdB glycohydrolase inhibitors, primary screen, biochemical, single point, plate reader; Toxin B (Clostridioides difficile), P18177; TcdB glycohydrolase enzymatic assay; inhibition, % at 9.99 µM; 350,000 compounds, 0.24% hits; in the data active = inhibition above about 10%
3CLpro inhibitor: SARS-CoV 3CLpro protease inhibitors, primary screen, biochemical, quenched FRET; recombinant SARS-CoV 3CLpro, quenched FRET peptide cleavage; inhibition, % at 6 µM; 290,000 compounds, 0.14% hits; AID 1706, 2009; in the data active = inhibition above about 12%
Rv3671c protease: Rv3671c serine protease inhibitors, primary screen, biochemical, fluorescence polarization, M. tuberculosis H37Rv; inhibition, % at 5.96 µM; P9WHR9; 320,000 compounds, 0.048% hits; in the data active = inhibition above about 38%;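 also: extracellular domain of Rv3671c used as enzyme; 0% = enzyme with DMSO and 100% = no enzyme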
CCHFV vOTU inh: CCHFV vOTU protease inhibitors, primary screen, biochemical, Pep-AMC substrate, fluorescence; 370,000 compounds, 0.55% hits; Crimean-Congo hemorrhagic fever virus L polyprotein viral ovarian tumor (vOTU) protease …; inhibition, % at 11.5 µM; in the data active = inhibition above about 30%; also: 0% = vehicle wells with enzyme and 100% = no enzyme wells
VHR inh abs: VHR1 phosphatase inhibitors, primary screen, biochemical, absorbance, uHTS. Dual specificity protein phosphatase 3 (Homo sapiens), P51452. recombinant VHR phosphatase, pNPP absorbance. inhibition, % at 13.3 µM. 290,000 compounds, 0.52% hits. AID 1654, 2009; in the data active = inhibition above about 50%; also: some compounds called inactive have numbers as strong as hits
Y pestis TopoI: Yersinia pestis topoisomerase I inhibitors, primary screen, biochemical, cleavage product accumulation, plate reader, single point | AID 504884, 2011 | activity, % at 10 µM | Y. pestis Topo-I cleavage product accumulation | 360,000 compounds, 0.064% hits; in the data active = activity above about 50%, passing the limit was not always enough; also: inactives centre near 2
PrPC TRFRET: inhibitors of human cell surface prion protein PrPC, primary screen, cell-based, TR-FRET. AID 720596, 2013. TR-FRET read-out. 370,000 compounds, 0.43% hits. inhibition, % at 13.8 µM; in the data active = inhibition above about 24%; also: 0% = median of the test wells and 100% = reference compound wells
PriA SSB inh: inhibitors of Klebsiella pneumoniae PriA binding to SSB C-terminal tail, primary screen, biochemical, AlphaScreen; PriA–SSB C-terminal tail interaction (Klebsiella pneumoniae); AlphaScreen SSBct-PriA binding, biotinylated peptide; inhibition, % at 33 µM; 430,000 compounds, 0.6% hits; AID 1272365, 2023; in the data active = inhibition mostly above about 37%, no sharp cut-off; inactive = mostly below about 20%;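 also: plate controls were negative control peptide for no effect and reference peptide for full effect; strong numbers were not always called active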
The depositor's hits bear a star; i = inactive; · = not tested or not shown; & = joins results of further samples.

cpd	Structure	MazEF act	BH1578 lux ind	TcdB GH inh	3CLpro inhibitor	Rv3671c protease	CCHFV vOTU inh	VHR inh abs	Y pestis TopoI	PrPC TRFRET	PriA SSB inh
1	Cc1ccc(CNC(=O)C2CC3Cn4c(nc5cc(C)c(C)cc54)C3N2C)o1 (configuration not stated)	6	i	-9.9	·	-14	-2	22	3	-3	0
2	CCOc1ccc(C2C(C(=O)c3ccco3)=C(O)C(=O)N2CCN2CCOCC2)cc1 (configuration not stated)	7	i	-2.1	1	-7	-4	10	-5	-8	5
3	CCN(Cc1ccccc1)C(=O)COC(=O)c1n[nH]c2ccccc12	2	i	·	-1	-12	2	-4	14	-2	-7
4	CCn1c(CNC(=O)Cc2ccc(OC)cc2)nnc1SCC(=O)c1ccccc1	3	-0.9	0.4	-1	·	-20	44	-6	-1	-9
5	COC(=O)C1=C(c2ccc(C(C)=O)cc2)C[C@@H]2CC[C@H]1N2C(=O)NC(C)C	1	2.2	0.7	·	-7	9	·	2	-1	-18
6	CCOC(=O)c1c(C)c(C(=O)NCc2cccs2)c(C)n1C	0	i	·	0	-5	-5	19	-6	-5	-5
7	COc1ccc2c(c1)C(C1C(=O)CCCC1=O)c1ccccc1O2 (configuration not stated)	-1	-1.0	·	4	3	-5	7	2	-4	15
8	O=C(Nc1ccccc1N1CCCC1)c1ccc(Cl)cc1Cl	10	-0.3	1.2	2	-1	-6	20	22	-5	3
9	CCOc1ccc(NC(=O)CN(C)C(=O)Cc2c[nH]c3ccccc23)cc1OCC	-4	-1.8	-0.4	·	-6	7	·	-6	-4	1
10	Cc1cccnc1NC(=O)Cn1nc([N+](=O)[O-])cc1C	2	i	-0.1	5	-5	-6	28	2	0	2

Only CCHFV vOTU inh, for some of the entries so far:
entry	SMILES	CCHFV vOTU inh
1	Cc1ccc(CNC(=O)C2CC3Cn4c(nc5cc(C)c(C)cc54)C3N2C)o1 (configuration not stated)	-2
2	CCOc1ccc(C2C(C(=O)c3ccco3)=C(O)C(=O)N2CCN2CCOCC2)cc1 (configuration not stated)	-4
3	CCN(Cc1ccccc1)C(=O)COC(=O)c1n[nH]c2ccccc12	2
4	CCn1c(CNC(=O)Cc2ccc(OC)cc2)nnc1SCC(=O)c1ccccc1	-20
5	COC(=O)C1=C(c2ccc(C(C)=O)cc2)C[C@@H]2CC[C@H]1N2C(=O)NC(C)C	9
6	CCOC(=O)c1c(C)c(C(=O)NCc2cccs2)c(C)n1C	-5

The list goes on:
cpd	Structure	MazEF act	BH1578 lux ind	TcdB GH inh	3CLpro inhibitor	Rv3671c protease	CCHFV vOTU inh	VHR inh abs	Y pestis TopoI	PrPC TRFRET	PriA SSB inh
11	CC(=O)Nc1ccc(-c2csc(NC(C)c3ccccc3)n2)cc1 (configuration not stated)	2	-3.1	1.3	-1	0	13	22	-6	4	-1
12	NC(=O)C1CCN(C(c2ccccc2Cl)c2nnnn2Cc2ccc3c(c2)OCO3)CC1 (configuration not stated)	-7	5.0	·	-1	2	2	18	0	-7	-2
13	COc1ccc(CN2CCC(CNS(=O)(=O)c3cccc(C(F)(F)F)c3)CC2)cc1	-5	i	2.3	-2	0	5	39	-7	-5	-8
14	CN(C)/C=N/c1nc(Sc2ccc(C(F)(F)F)cc2[N+](=O)[O-])n[nH]1	1	i	-0.1	3	0	0	12	-5	-20	·
15	O=C(CSc1nnc(-c2ccco2)n1-c1ccccc1)NCc1ccco1	2	-0.3	·	3	8	-2	32	-3	-3	7
16	COC1=C[C@@H]2C3=C([C@@H]2C1=O)[C@@H](NC(C)=O)CCc1cc(OC)c(OC)c(OC)c13	1	i	1.1	·	0	4	·	5	-3	-20
17	COC(=O)CSc1ccnc2cc(Cl)ccc12	6	i	2.9	-4	5	-9	0	-16	68*	2
18	O=C1N=C(N2CCCCC2)S/C1=C\c1ccc(Cl)cc1	3	i	0.4	-1	1	-6	15	10	-4	0
19	O=C(C(=O)N1CCN(c2ccccc2Cl)CC1)c1c[nH]c2ccccc12	0	-2.0	-1.8	2	-13	9	-5	5	7	5
20	CC(=C/c1ccccc1)/C=N/NC(=O)c1cnccn1	7	i	·	-1	3	13	17	7	-1	·
21	CC(=O)C[C@H]1c2cc(C(F)(F)F)ccc2S(=O)(=O)N1c1ccc(N(C)C)cc1	5	-0.2	0.5	·	6	7	·	-3	3	25
22	O=C(Nc1nc2ccccc2[nH]1)c1ccc(Cl)cc1	2	-0.3	-1.4	-11	2	3	-8	-6	6	9
23	COc1ccccc1C1CCN(C(=O)c2ccco2)CC1	-2	-1.9	0.5	-4	-1	-10	-14	2	-2	-5
24	CCN(CC)S(=O)(=O)c1ccc(NC(=O)COC(=O)c2c[nH]c(=O)[nH]c2=O)cc1	1	0.4	-7.2	1	5	13	23	12	6	-3
25	COc1ccc(C(=O)NC(=S)Nc2ccc(CN3CCOCC3)cc2)cc1Cl	3	-0.4	1.4	-4	-2	6	-3	20	12	25
26	CC(C)[C@H](NC(=O)c1ccccc1)C(=O)OCC(=O)c1c(N)n(C)c(=O)n(C)c1=O	6	i	-0.1	·	13	-6	·	-6	-7	1
27	CCOc1ccc(NC(=O)[C@@H](NC(=O)c2ccccc2Br)C(C)C)cc1	2	-0.4	·	-8	-1	6	28	4	-6	7
28	COc1ccc(NC(=S)Nc2ccc(N)c([N+](=O)[O-])c2)cc1	6	-0.3	·	5	2	17	27	-14	-30	39*
29	COc1cccc(=O)c2c(C)n(C)c(C)c12	-2	i	·	-2	9	-2	-2	5	-10	2
30	CC(Oc1ccc2c(-c3ccccc3)cc(=O)oc2c1)C(=O)NCCCN1CCOCC1 (configuration not stated)	10	-0.2	-0.2	4	2	1	18	15	-11	-2
31	CC(C)NC(=O)N(C)C[C@H]1OCCCC[C@@H](C)Oc2ccc(NC(=O)C3CCCCC3)cc2C(=O)N([C@H](C)CO)C[C@@H]1C	-5	-0.2	-0.1&-5.4&1.1	·	·	-4	·	3	-3	·
32	O=C(CCS(=O)(=O)c1ccc(Br)cc1)Nc1cc(F)ccc1F	6	-1.0	0.4	-1	8	-14	4	-1	-4	-5
33	O=C(c1cc(-c2ccccc2)on1)N1CCc2ccccc2C1	-2	-5.5	1.1	6	-7	11	1	21	-4	-12
34	CC(C)CC(=O)N1CCC(O)(CS(=O)(=O)Cc2ccccc2Cl)CC1	0	i	·	-3	0	-9	-18	1	2	-15
35	CCOC(=O)CSc1ccc(C(=O)N2CCC3(CC2)OCCO3)cc1[N+](=O)[O-]	1	i	0.6	-3	-8	-1	21	7	-13	-5
36	CC(C)(C)OC(=O)C[C@@H]1C/C=C\C[C@H](CC(=O)N[C@@H](CO)Cc2ccccc2)C(=O)N[C@H](Cc2ccccc2)COC1=O	-1	i	1.4	·	-2	8	·	42	-2	7
37	COc1ccccc1N(C(=O)CCl)c1cn(C(C)=O)c2ccccc12	1	-0.8	1.2	2	0	-8	4	2	0	-11
38	Cc1nc(CCNC(=O)CC2C(=O)NCCN2Cc2ccccc2)sc1C (configuration not stated)	-18	-1.0	0.2	6	-10	5	23	3	-6	0
39	CN(CC(=O)Nc1cccc(F)c1)C(=O)c1sccc1-c1ccccc1	9	-5.6	·	·	·	10	·	2	-10	13
40	CC(=O)Nc1ccc(Cl)cc1C(=O)c1ccc[nH]1	7	-0.3	0.5	·	·	12	·	-5	2	·

7 structures from above, sorted by molecular weight, smallest number first.
cpd	Structure	MazEF act	BH1578 lux ind	TcdB GH inh	3CLpro inhibitor	Rv3671c protease	CCHFV vOTU inh	VHR inh abs	Y pestis TopoI	PrPC TRFRET	PriA SSB inh
40	CC(=O)Nc1ccc(Cl)cc1C(=O)c1ccc[nH]1	7	-0.3	0.5	·	·	12	·	-5	2	·
11	CC(=O)Nc1ccc(-c2csc(NC(C)c3ccccc3)n2)cc1 (configuration not stated)	2	-3.1	1.3	-1	0	13	22	-6	4	-1
38	Cc1nc(CCNC(=O)CC2C(=O)NCCN2Cc2ccccc2)sc1C (configuration not stated)	-18	-1.0	0.2	6	-10	5	23	3	-6	0
21	CC(=O)C[C@H]1c2cc(C(F)(F)F)ccc2S(=O)(=O)N1c1ccc(N(C)C)cc1	5	-0.2	0.5	·	6	7	·	-3	3	25
26	CC(C)[C@H](NC(=O)c1ccccc1)C(=O)OCC(=O)c1c(N)n(C)c(=O)n(C)c1=O	6	i	-0.1	·	13	-6	·	-6	-7	1
4	CCn1c(CNC(=O)Cc2ccc(OC)cc2)nnc1SCC(=O)c1ccccc1	3	-0.9	0.4	-1	·	-20	44	-6	-1	-9
30	CC(Oc1ccc2c(-c3ccccc3)cc(=O)oc2c1)C(=O)NCCCN1CCOCC1 (configuration not stated)	10	-0.2	-0.2	4	2	1	18	15	-11	-2

The results go on:
cpd	Structure	MazEF act	BH1578 lux ind	TcdB GH inh	3CLpro inhibitor	Rv3671c protease	CCHFV vOTU inh	VHR inh abs	Y pestis TopoI	PrPC TRFRET	PriA SSB inh
41	O=C(O)CC1c2ccccc2C=Cc2ccccc21	-5	-1.4	0.6	·	-1	2	·	-1	3	-12
42	CCc1nnc(NC(=O)CSc2nnc(CNc3cccc(Cl)c3)n2CC)s1	1	i	1.5	4	-10	7	-2	20	0	-3
43	COc1ccc(C(=O)NN2CC(O)=C(c3nc4ccccc4n3C)C2=N)cc1OC	-1	-0.2	·	5	-3	-11	13	2	9	-5
44	COc1ccc(C(=O)C2CCCN(C(=O)c3cccnc3OC)C2)c(C)c1 (configuration not stated)	1	-0.3	-0.5	6	-1	-6	22	15	8	-9
45	Nc1nonc1-n1nnc(C(=O)N/N=C/c2ccc(Br)cc2)c1CSC1=NCCS1	-13	-0.3	·	3	-37	2	27	-8	0	·
46	COc1ccc(-c2noc(CNC(=O)c3ccoc3C)n2)cc1	8	i	-1.0	5	-2	6	17	4	3	4
47	CCNC(=O)NC(=O)CN(C)c1ccccc1	-3	-0.5	0.4	1	8	8	7	9	3	-15
48	COc1ccccc1OCC(=O)NCc1ccco1	-3	-0.4	·	-3	-3	-4	17	2	6	-15
49	O=C(CSc1nc(-c2ccccc2)cc(=O)[nH]1)Nc1ccc(F)c(F)c1	-7	1.4	-0.7	-3	-3	8	2	-8	-4	-4
50	Cc1ccc(C)c(NC(=S)N2CCN(CCO)CC2)c1	8	-0.2	·	-7	-4	-8	0	4	3	1
51	Cc1cc(C)cc(NC(=S)N2CCN(c3ccc(F)cc3)CC2)c1	-14	-0.2	0.7	-2	-5	-6	8	2	3	-8
52	COc1cccc(N2C(=O)C3CCCN3C2c2cccs2)c1 (configuration not stated)	-1	i	0.6	-5	1	-7	-9	-4	4	-17
53	CN(CC(=O)Nc1cccc(F)c1)C(=O)c1ccc(-c2cccc(C(F)(F)F)c2)o1	-4	0.1	2.1	·	-21	16	·	-8	1	-11
54	CCOc1ccc(C(=O)OCC(=O)NC2CCCCCCC2)cc1	-8	-2.6	0.0	·	-10	10	·	16	0	-20
55	Cc1ccc(NC(=O)C2CC(=O)N/C(=N/NC(=O)c3ccc(C)cc3)S2)cc1 (configuration not stated)	-5	i	·	-2	1	15	18	-5	5	·

Compound activity from PubChem BioAssay.

Only part of the results is shown (hit frequency here may not be typical).
